# TAG inh = triacylglycerol accumulation inhibition. 230,000 compounds, 0.66% hits. inhibition, % at 12.5 µM. H9c2 cells, Nile Red lipid (TAG) fluorescence; cells loaded with 200 µM oleic acid. AID 651582;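 active means pattern-corrected inhibition of lipid staining of at least 50% with the nuclear-stain viability signal not falling by more than 50%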;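 further: 0% = DMSO wells and 100% = triacsin C control wells; some results filed as inactive read as strong as hits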
# TAG inh DAPI viability = recorded beside TAG inh, whose call it bears; DAPI nuclei signal change (viability), lower = more cytotoxic, %;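 whole-well DAPI fluorescence read on a plate reader as a viability signal; minus 50 percent equals half of cells still viable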
# Starred values were filed as active, the others as inactive. An excerpt; count on the stated rates, not on these rows.
smiles	TAG inh DAPI viability	TAG inh
C[C@H]1CN(CCc2ccccc2)C(=O)[C@@H]1CC(=O)Nc1ccccc1	-5	3
Cc1ccc(S(=O)(=O)Nc2ccc(-c3ccc4nncn4n3)cc2)cc1	3	-5
CCOc1ccc(NC(=O)Cc2c(O)c3ccccc3[nH]c2=O)cc1	8	1
CN1CCN(NC(=O)NC2CCCCC2)CC1	-11	13
O=C1c2cccc3c(N4CCCCC4)ccc(c23)C(=O)N1c1cccc(O)c1	17	2
Cc1c(N(C)S(=O)(=O)c2cccc(C(=O)NCc3cccnc3)c2)c(=O)n(-c2ccccc2)n1C	14	-8
CC(C)c1c(C#N)c(N)nc(SCC(=O)c2cc3ccccc3oc2=O)c1C#N	-3	21
COc1cc(N2CN=c3s/c(=C\c4ccccn4)c(=O)n3C2)cc(OC)c1OC	8	-13
O=C(O)[C@H](Cc1ccccc1)N1C(=O)c2c(Cl)c(Cl)c(Cl)c(Cl)c2C1=O	4	12
COc1ccc2ccc3ccc(OC)c(OC(C)=O)c3c2c1	-2	-17
Cn1ncc(Oc2ccc([N+](=O)[O-])cc2)c(Cl)c1=O	-9	8
Cc1snc(SCC(=O)N/N=C(\N)COc2ccc(F)cc2)c1C#N	1	-24
Cc1c(CCO)c(=O)oc2n[nH]c(-c3ccccc3)c12	0	1
c1ccc(CCc2ccccn2)cc1	0	3
Cc1cccc(C)c1NC(=O)CN1C(=O)C2CC=CCC2C1=O (stereo not drawn)	-4	-11
CCOC(=O)c1c(NC(=S)Nc2ccc(OCC)cc2)sc2c1CCN(C)C2	-2	4
Cc1cc(N/N=C/c2ccncc2)nc2ccccc12	10	-1
O=C(CSc1nccn1Cc1ccco1)Nc1ccccc1F	1	6
Cc1ccc(Cn2c(N3CCNCC3)nc3c2c(=O)[nH]c(=O)n3C)cc1	-15	14
CC(=O)NC(c1ccccc1)c1nc(-c2ccccc2C)cs1 (stereo not drawn)	10	-10
CC(=O)Nc1ccc(-c2ccc3nnc(C)n3n2)cc1	-6	18
O=C(NN(C(=O)c1ccccc1)c1ccccc1)c1ccccc1	-6	3
Cc1cccnc1NC(=O)Cn1c(=O)oc2ccccc21	1	-11
CN(C)c1ccc(/C=N/NC(=O)C2CC2c2ccccc2)cc1 (stereo not drawn)	4	-3
COc1ccc(S(=O)(=O)N2CCCCC2)cc1NC(=O)CNc1ccccc1C(C)=O	1	-10
CSCCOC(=O)C1=C(C)NC(=O)NC1c1ccc2c(c1)OCO2 (stereo not drawn)	-4	-3
COC(=O)[C@]1(Cc2ccccc2)N[C@H](c2ccc(-c3ccccc3)cc2)[C@@H]2C(=O)N(C)C(=O)[C@@H]21	-3	12
O=C(NC(c1ccc(F)cc1)c1ccc2ccccc2n1)C1CCN(CCOc2ccc(F)cc2)CC1 (stereo not drawn)	16	-3
CC(=O)Nc1cccc(OCc2c(F)cccc2Cl)c1	0	5
CC(C)(C)Cc1c(-c2ccccc2)nc2ccc(Cl)cn12	-7	-7
CCOCCOc1cccc(C(=O)NC(c2ccccc2)C(C)C)c1 (stereo not drawn)	-9	4
Nc1nc(NCc2ccco2)nc(N2CCN(Cc3ccccc3)CC2)c1[N+](=O)[O-]	8	-6

# Sorted by molar mass (smallest number first): 6 of the compounds above
smiles	TAG inh DAPI viability	TAG inh
CN(C)c1ccc(/C=N/NC(=O)C2CC2c2ccccc2)cc1 (stereo not drawn)	4	-3
CCOCCOc1cccc(C(=O)NC(c2ccccc2)C(C)C)c1 (stereo not drawn)	-9	4
CSCCOC(=O)C1=C(C)NC(=O)NC1c1ccc2c(c1)OCO2 (stereo not drawn)	-4	-3
Nc1nc(NCc2ccco2)nc(N2CCN(Cc3ccccc3)CC2)c1[N+](=O)[O-]	8	-6
COC(=O)[C@]1(Cc2ccccc2)N[C@H](c2ccc(-c3ccccc3)cc2)[C@@H]2C(=O)N(C)C(=O)[C@@H]21	-3	12
O=C(NC(c1ccc(F)cc1)c1ccc2ccccc2n1)C1CCN(CCOc2ccc(F)cc2)CC1 (stereo not drawn)	16	-3

# The list continues.
smiles	TAG inh DAPI viability	TAG inh
CCCCNC(=O)c1c[nH]c2ccc(S(=O)(=O)N3CCOCC3)cc2c1=O	4	-4
CC1CCCC(CC(=O)O)(CC(=O)O)C1 (stereo not drawn)	-10	12
CC1CCCCN1C(=O)CSc1nnc(-c2ccc(Cl)s2)o1 (stereo not drawn)	16	1
O=C(C=Cc1ccccc1)c1cc(Br)ccc1O	-4	-22
Cn1cnc(C(=O)N2CCN(c3ccccc3)CC2)c1C(=O)N1CCN(c2ccccc2)CC1	-2	14
C=CCN(CC(=O)NCc1ccc(F)cc1)C(=O)c1csnn1	4	-11
O=C(c1ccco1)N1CCN(C2CCCC2)CC1	10	0
O=C(O)c1ccc(N/N=C/C(Br)=C/c2ccccc2)cc1	8	19
CCOC(=O)c1cc(CN2CCOCC2)oc1-c1ccccc1	7	3
O=c1c(Cl)c(NCc2ccco2)cnn1C12CC3CC(CC(C3)C1)C2	-5	-17
CCn1cc(C(=O)O)c(=O)c2cc(F)c(N3CCN(S(=O)(=O)c4ccc(NC(=O)OC)cc4)CC3)cc21	21	10
CCC1CCCCN1C(=O)c1ccc(OC)c(OC2CCN(C(C)=O)CC2)c1 (stereo not drawn)	1	-42
O=C(COC(=O)/C=C/c1cccc(Cl)c1)Nc1cccc(S(=O)(=O)NC2=NCCC2)c1	-8	-1
Cc1ccc(S(=O)(=O)N(C)C)cc1NC(=O)C(C)OC(=O)C1CCCCC1 (stereo not drawn)	1	-5
Cc1cc(C)n(CC(O)COc2ccccc2)n1 (stereo not drawn)	-11	2
Cc1cc(/C=N/NC(=O)Cn2c3ccccc3c(=O)c3ccccc32)c(C)n1-c1ccc(Cl)cc1	12	18
N#Cc1ccc(Oc2ccc(C#N)c(C#N)c2)cc1C#N	3	10
O=C(COc1ccc(Cl)cc1)Nc1ccc2c(c1)CCC2	-10	3
O=C(CN1C(=O)c2ccc([N+](=O)[O-])cc2C1=O)NC1CCCCCC1	-5	24
Cc1cc(=O)n2[nH]nnc2n1	4	-4
O=C1CCC/C=C\C[C@H](CC(=O)N(CCO)Cc2ccccc2)C(=O)N2CCC[C@@H]2CO1	-2	-1
COc1ccc(C(=O)O/N=C(/c2ccccc2)c2ccncc2)cc1OC	4	-11
Cc1ccc(S(=O)(=O)N(Cc2ccc(F)cc2)Cc2ccco2)cc1	-1	7
COc1cccc(/C=C(\C(=O)O)c2ccccc2)c1	-5	3
CN(C)CC(C)(C)CNS(=O)(=O)c1ccc(OC(F)(F)F)cc1	-7	7
CCOC(=O)CNC(=O)/C=C/c1ccc2c(c1)OCO2	-8	-7
CSc1ncccc1C(=O)OCc1cccc([N+](=O)[O-])c1	-5	-9
CC(=O)c1cccc(NC(=O)C(NC(C)C)c2ccccc2)c1 (stereo not drawn)	-10	13
Cc1cc2c(cc1C)NC(c1cccnc1)C1=C(CC(C)(C)CC1=O)N2 (stereo not drawn)	-7	2
COCCNC(=O)C1(C)CCN(C(=O)c2cc(-c3ccccc3)cs2)C1 (stereo not drawn)	5	-3
COc1cccc(OCCc2c(C)n[nH]c2C)c1	6	2
CC(=O)N1CCN(c2ccc(NC(=O)c3ccc([N+](=O)[O-])cc3Cl)cc2)CC1	10	-1
Cc1cc(C)c(-c2c(O)c3ccccc3n(C)c2=O)c(C)c1	-3	4
N#CC(C#N)=C1C=CC=CN1/C(=C\c1ccccc1)C(=O)c1cccs1	19	-4
Cc1cc(C)cc(N(CCC#N)C(=O)COC(=O)CN2C(=O)NC(C)(C)C2=O)c1	2	24
CCOCCc1nnc(NC(=O)c2ccc(OC)c(OC)c2)s1	-5	-7
NC(=O)NC(CC(=O)NNC(=O)c1ccccn1)c1ccc(Cl)cc1 (stereo not drawn)	0	-18
COc1cc(CC(=O)OCC(=O)NC2CCCC2)cc(OC)c1OC	-2	-9
CC(=O)Nc1ccc(C(=O)COC(=O)Cc2ccsc2)c(F)c1	-2	2
COc1ccccc1N1CCN(C(=O)c2cc(-c3ccccc3)nc3c2cnn3C(C)C)CC1	8	-3
O=C(c1ccccc1)c1ccc2ccccc2c1	-11	3
CCN(C(=O)COC(=O)c1cccc(-n2cnnn2)c1)C1CCCCC1	-3	9
CCN1C(=O)[C@H]2[C@@H](c3ccc(C(F)(F)F)cc3)N[C@]3(CCCN(Cc4ccc(Cl)cc4)C3=O)[C@H]2C1=O	4	13
CC(C)=NNc1cc([N+](=O)[O-])cc2c1C(=O)N(C)S2=O (stereo not drawn)	3	-8
Cc1ccccc1NC(=O)Cc1nc(COC(=O)c2ccc(O)cc2O)cs1	10	5
CN(CC(=O)OCC(=O)NC1CCCC1)S(=O)(=O)c1ccc(Cl)cc1	4	-7
Cn1nc(C(F)(F)F)cc1C(=O)Nc1ccc(Cl)cc1	-8	10
Cc1cccc2cc(CN(Cc3ccc(F)cc3)C(=O)N3CCOCC3)c3nnnn3c12	-5	31

# Profiles from above. Screens in order: TAG inh DAPI viability	TAG inh
# Shown for CCN(C(=O)COC(=O)c1cccc(-n2cnnn2)c1)C1CCCCC1 : -3	9
# Shown for CN(CC(=O)OCC(=O)NC1CCCC1)S(=O)(=O)c1ccc(Cl)cc1 : 4	-7

# New compounds follow:
smiles	TAG inh DAPI viability	TAG inh
CCOC(=O)Cc1csc(NC(=O)c2cc3ccccc3o2)n1	-11	4
CC(=O)Nc1ccc(S(=O)(=O)NC(CC(=O)O)c2ccc(C)cc2)cc1 (stereo not drawn)	5	-4
CCCCn1nc2cc(C(=O)NCC34CC5CC(CC(C5)C3)C4)ccc2c1OC	0	21
Cc1ccc(S(=O)(=O)N(C)C)cc1NC(=O)COC(=O)c1c(-c2ccccc2)noc1C	13	-6
Cc1cc(Br)c(NC(=O)COC(=O)C2CC2C)c(Br)c1 (stereo not drawn)	3	-3
Cc1ccc(CC2S/C(=N/N=C/c3ccco3)NC2=O)cc1 (stereo not drawn)	-4	6
COC(=O)C(C)n1cnc2c(nnn2-c2cccc(Cl)c2)c1=O (stereo not drawn)	14	7
COc1ccc(CCn2c(NN=C(C)C)nc3c2c(=O)[nH]c(=O)n3C)cc1	-16	12
CC[C@]12c3[nH]c4cc(-c5ccco5)ccc4c3CCN1C(=O)[C@@H](CC(=O)NCc1cccc(C(F)(F)F)c1)C[C@@H]2C(=O)N1CCN(C(=O)C2CC2)CC1	0	22
COc1ccc(-c2cc(-c3ccco3)[nH]c(=O)c2C#N)cc1OC	0	3
Cc1cccc(OCc2nc(-c3ccc(-n4cccc4)cc3)no2)c1	-5	6
O=[N+]([O-])c1cc2c(cc1/C=N/Nc1nc(N3CCCC3)nc(N3CCCC3)n1)OCO2	-1	0
O=C(O)c1cccc2c1Cc1cc([N+](=O)[O-])ccc1-2	-4	5
O=C(N/N=C(\c1ccccc1)c1ccccn1)c1cccc([N+](=O)[O-])c1	-27*	55*
CCOC(=O)CNS(=O)(=O)c1ccc(S(=O)(=O)NC2CC2)cc1	-3	18
Cc1csc(=O)n1CC(=O)OCC(=O)c1c(N)n(C)c(=O)n(C)c1=O	-2	4
CCOC(=O)C1CCN(C(c2cccs2)c2sc3nc(C)nn3c2O)CC1 (stereo not drawn)	0	-3
CCOC(=O)c1c(-c2ccc(F)cc2)csc1/N=C/N(C)C	-1	-12
Cc1cc(N2CCC(C(=O)Nc3ccc(F)cc3)CC2)nc(-c2ccccc2)n1	2	19
O=S(=O)(c1ccccc1)N1CCC2(CC1)OCCN2S(=O)(=O)c1cccs1	-6	10
CSCCC(NC(=O)COc1ccccc1)C(=O)N1CCOCC1 (stereo not drawn)	0	1
CCOC(CC(=O)NNC(=O)c1c(-c2ccccc2Cl)noc1C)OCC	2	-4
Cn1c(SCC(=O)NCc2ccco2)nnc1-c1ccccc1	-3	8
CC[C@]12c3[nH]c4ccc(Cl)cc4c3CCN1C(=O)[C@@H](CC(=O)NCC13CC4CC(CC(C4)C1)C3)C[C@@H]2C(=O)N1CCN(C(=O)c2ccco2)CC1	3	38
Cc1cccc(C)c1NC(=O)C1CCCN(CCCc2ccccc2)C1 (stereo not drawn)	-1	5
CC(=O)N(c1ccccc1Cl)S(=O)(=O)c1ccc(Cl)cc1	-8	4
COc1ccc(C(CCN2CCOCC2)c2c(OC)cc(OC)c3ccc(=O)oc23)cc1 (stereo not drawn)	11	-4
Cc1ccc(C)c(S(=O)(=O)NC2CCSC2=O)c1 (stereo not drawn)	4	11
Cc1cc(N2CCN(C)CC2)nc2ccc(NC(=O)c3ccc(Br)o3)cc12	17	28
O=C(CNC(=O)c1ccccc1)NCC(c1ccco1)N1CCCC1 (stereo not drawn)	1	13
Nc1cc(S(=O)(=O)O)cc2ccc(S(=O)(=O)O)cc12	-1	6
O=C(NC(=S)NCCc1ccccn1)c1ccco1	8	3
O=C(NCc1ccc2c(c1)OCO2)c1ccc(N2C(=O)C3CCCCC3C2=O)cc1 (stereo not drawn)	-1	8
COCCCN(Cc1ccco1)C(=O)Cn1ncc2c(=O)oc3ccc(C)cc3c21	12	-12
Cc1ccc(NC(=O)COc2ccccc2)c(NC(=O)c2ccccc2C)c1	-10	19
COc1ccc(CCNC(=O)CCCn2c(=S)[nH]c3cc4c(cc3c2=O)OCO4)cc1OC	6	-7
C[C@H](CO)N1C[C@H](C)[C@@H](CN(C)C(=O)Nc2ccccc2F)Oc2ncc(Br)cc2C1=O	11	-16
CCN(CC)CCN(C(=O)C1=COCCO1)c1nc2cc3c(cc2s1)OCO3	-1	4
Cc1cccc(C2c3[nH]c4ccccc4c3CCN2C(=O)c2ocnc2C)n1 (stereo not drawn)	3	1
